Screening results as filed in PubChem BioAssay.
Cneo AK release = Cryptococcus neoformans lysis via adenylate kinase release; 360,000 tested, 0.2% active; lysis activity, % at 15 µM; C. neoformans lysis, adenylate kinase release luminescence, 4 h; normalised: neutral wells 0, clomiphene wells 100;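 active = mean lysis activity across replicates of at least 80%, whatever share of replicates individually reach that level; inactive = mean lysis activity below 80%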
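Material – log-phase Cryptococcus neoformans yeast cells · Input – 5 × 10^6 yeast cells/mL · Medium – fresh YPD growth medium · Doses – single compound concentration per well · Timing – static 4 h at 37 °C with compound, 1 h detection · Detection – adenylate kinase release luminescence · Read-out – signal increase indicating cell lysis · Control set – Clomiphene as positive lysis control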
ERAP1 inh = blocks human ERAP1 aminopeptidase activity; Q9NZ08; recombinant ERAP1, Leu-AMC fluorescence, 60 min; inhibition, % at 10.7 µM; 340,000 tested, 0.15% active; AID 652197;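 active = mean replicate inhibition of at least 30%, or all replicates individually reaching that 30% level; inactive = mean below 30% and not every replicate reaching it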;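 note: 0% = neutral control wells and 100% = L-leucinethiol positive control wells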
PglD DTNB = inhibitors of Campylobacter jejuni PglD acetyltransferase | inhibition, % at 12.5 µM | purified PglD enzyme, DTNB colorimetric CoA detection | 360,000 tested, 0.098% active; in the data active = inhibition above about 16%, passing the limit was not always enough; note: strong numbers were not always called active
RAD52 anneal inh = inhibitors of human RAD52 DNA annealing; P43351; recombinant RAD52 DNA annealing, FRET fluorescence; inhibition, % at 18.7 µM; 360,000 tested, 0.46% active;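 active = every replicate showing at least 50% inhibition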
Target sequence (P43351 whole entry, looked up): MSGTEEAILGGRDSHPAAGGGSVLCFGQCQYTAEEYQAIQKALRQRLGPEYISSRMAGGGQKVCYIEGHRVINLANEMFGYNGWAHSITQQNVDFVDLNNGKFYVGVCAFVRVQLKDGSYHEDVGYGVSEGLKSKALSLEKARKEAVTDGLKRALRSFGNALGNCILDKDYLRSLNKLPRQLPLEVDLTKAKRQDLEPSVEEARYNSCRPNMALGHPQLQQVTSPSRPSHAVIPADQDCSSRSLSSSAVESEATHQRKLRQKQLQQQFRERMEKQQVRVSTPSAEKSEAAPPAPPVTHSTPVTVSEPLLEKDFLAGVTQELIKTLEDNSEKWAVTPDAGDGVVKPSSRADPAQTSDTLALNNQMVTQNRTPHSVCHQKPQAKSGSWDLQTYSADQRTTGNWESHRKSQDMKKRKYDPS
RAD54 inh = inhibitors of human RAD54 branch migration. inhibition, % at 10.4 µM. 360,000 tested, 0.14% active. Q92698. RAD54 Holliday junction branch migration, FAM/BHQ fluorescence;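 active = mean normalized replicate activity at least 40 and at least half of replicates scoring 40 or more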;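 note: 0% = median of neutral control wells and 100% = median of positive control wells; inhibitors cause a drop in the FAM fluorescence signal; in these data hits start at about 50%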
PGC1a acetyl inh = PGC1a acetylation modulation, inhibitor mode; U2OS PGC1a acetylation, AlphaScreen anti-acetyl-lysine; with virally co-expressed GCN5 acetyltransferase; inhibition, % at 15.6 µM; 350,000 tested, 0.17% active;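 active = every replicate shows inhibition of at least 40%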;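 note: 0% = neutral control wells and 100% = positive control wells; some results beyond the cut were filed as inactive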
E-selectin induc = induces E-selectin expression in human endothelial cells | P16581 | HUVEC E-selectin immunofluorescence imaging; normalized: neutral wells 0, TNF-alpha wells 100 | activation, % at 7.58 µM | 260,000 tested, 0.37% active;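 active = mean E-selectin-positive cell signal at least 10% of the positive control, reached in at least 60% of replicates, without over 20% cell loss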;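 note: in these data hits start at about 27%; measured in HUVEC primary endothelial cells; signal is the percent of cells scored E-selectin positive by PE staining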
Target sequence (P16581 whole entry, looked up): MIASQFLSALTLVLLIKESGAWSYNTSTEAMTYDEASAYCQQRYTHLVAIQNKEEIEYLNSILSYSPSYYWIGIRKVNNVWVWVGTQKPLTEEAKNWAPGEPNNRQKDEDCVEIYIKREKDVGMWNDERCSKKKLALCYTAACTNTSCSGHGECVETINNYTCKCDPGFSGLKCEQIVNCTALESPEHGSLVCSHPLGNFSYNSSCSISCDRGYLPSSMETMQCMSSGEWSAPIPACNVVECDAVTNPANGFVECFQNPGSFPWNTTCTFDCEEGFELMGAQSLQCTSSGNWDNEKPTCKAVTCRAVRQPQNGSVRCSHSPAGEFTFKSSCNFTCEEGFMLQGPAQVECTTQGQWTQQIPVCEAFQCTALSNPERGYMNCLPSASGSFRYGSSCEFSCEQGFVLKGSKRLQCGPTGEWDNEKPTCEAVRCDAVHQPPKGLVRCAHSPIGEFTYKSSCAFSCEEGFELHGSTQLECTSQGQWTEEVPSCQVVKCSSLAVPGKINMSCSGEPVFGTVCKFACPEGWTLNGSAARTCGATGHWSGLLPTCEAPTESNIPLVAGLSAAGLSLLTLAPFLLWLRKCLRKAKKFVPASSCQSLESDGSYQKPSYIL
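System: HUVEC / Compound: single concentration / Signal: immunofluorescence imaging / Read-out: percent E-selectin-positive cells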
miR122 inh = miR-122 inhibition in Huh7 cells | Huh7 miR-122 Renilla luciferase sensor, 48 h; neutral wells = 0, positive control = 100 | activation (reporter increase), % at 12.5 µM | 340,000 tested, 0.3% active | AID 602342;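 active = mean replicate activation score at least 90 and every replicate individually at or above 90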;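 note: higher luciferase means less miR-122 activity so hits act as miR-122 inhibitors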
* hit, by the source's call; x = not tested or not shown; [ ] = dose if it differs, or a comment.

Below each compound: ERAP1 inh	miR122 inh	Cneo AK release	PglD DTNB	RAD52 anneal inh	RAD54 inh	E-selectin induc	PGC1a acetyl inh
O=C(c1ccc(Cl)cc1)C1CCCN(Cc2ccc(Oc3ncccn3)cc2)C1 (configuration not stated)
  x	-2	4	0	-12	-1	0.0	-2
COc1ccc(C(=S)N2CCOCC2)cc1OC(=O)c1ccc([N+](=O)[O-])cc1[N+](=O)[O-]
  6	x	0	7	-2	-7	0.5	x
CC(=O)Nc1ccc(S(=O)(=O)N2CCN=C2SCc2ccc(C)cc2)cc1
  4	x	-1	0	-2	-1	-0.3	x
O=C(NCC(c1cccs1)N1CCOCC1)c1ccccc1NS(=O)(=O)c1cc([N+](=O)[O-])ccc1Cl (configuration not stated)
  21	4	x	x	-9	x	x	15
CCc1ccccc1N(CC(=O)N1CCc2ccccc2C1)S(C)(=O)=O
  -3	4	0	0	-4	-4	1.9	-8
C=CCc1cc(C=O)cc(OC)c1OCc1ccc(Cl)cc1
  x	2	2	-5	x	-4	x	18
COc1cccc(C#Cc2ccc([C@@H]3[C@@H](CO)N4C(=O)CN(C(C)=O)C[C@@H]34)cc2)c1
  -1	x	x	x	-17	x	0.1	-5
COc1ccc(NS(=O)(=O)c2ccc(NC(=O)C(CCSC)NC(N)=O)cc2)cc1 (configuration not stated)
  1	x	x	x	-2	x	1.1	6
COc1cccc(-c2ccc3c(c2)O[C@@H](CN(C)CC2CC2)[C@@H](C)CN([C@H](C)CO)S3(=O)=O)c1
  -2	-6[16.7 µM]	2	3	33	-12	-0.5	-24
O=C(CSc1nccn1-c1ccccc1)c1ccc(Br)cc1
  x	2	1	2	x	-2	x	12
O=C(CCc1ccccc1)Nc1ccnn1C1CCN(Cc2ncc[nH]2)CC1
  2	0	4	5	-3	0	x	7
CCOc1cc([N+](=O)[O-])cc2c1C(=O)Nc1ccccc1O2
  x	1	0	-8	x	0	x	11
CC1(C)CC(=O)c2c(nc3ccccc3c2N)C1
  x	-7	-2	3	x	19	x	-9
CNC[C@H](CC1CCCCC1)NC[C@H](Cc1ccccc1)NCCC12CC3CC(CC(C3)C1)C2
  8	x	19	-1	26	19	0.7	x
Cc1cc(C)nc(SCCCn2c(=O)[nH]c3ccccc32)n1
  x	-3	1	-1	x	1	x	x

Another view of some results above:
Molecule	ERAP1 inh	miR122 inh	Cneo AK release	PglD DTNB	RAD52 anneal inh	RAD54 inh	E-selectin induc	PGC1a acetyl inh
COc1ccc(NS(=O)(=O)c2ccc(NC(=O)C(CCSC)NC(N)=O)cc2)cc1 (configuration not stated)	1	x	x	x	-2	x	1.1	6
COc1cccc(-c2ccc3c(c2)O[C@@H](CN(C)CC2CC2)[C@@H](C)CN([C@H](C)CO)S3(=O)=O)c1	-2	-6[16.7 µM]	2	3	33	-12	-0.5	-24

The results go on.
Below each compound: ERAP1 inh	miR122 inh	Cneo AK release	PglD DTNB	RAD52 anneal inh	RAD54 inh	E-selectin induc	PGC1a acetyl inh
O=C(NCc1ccco1)c1ccc(-c2ccc(F)c(F)c2)c2ccoc12
  1	-5	6	-5	-22	8	0.0	24
COCCCNS(=O)(=O)c1ccc2c(c1)OCCO2
  x	34	0	-3	x	9	x	7
C[C@@H]1CN([C@H](C)CO)C(=O)c2cc(NC(=O)Cc3ccccc3)ccc2O[C@@H]1CN(C)C(=O)Nc1cccc2ccccc12
  -4	3[16.7 µM]	-2	7	12	-15	-7.2	2
Cc1nn(CC(=O)NCc2cccc(F)c2)c(=O)c2cccn12
  -1	-3	1	-2	-10	10	x	7
CC(C)NC(=O)N(C)C[C@@H]1Oc2c(NS(=O)(=O)c3ccc(F)cc3)cccc2C(=O)N([C@@H](C)CO)C[C@H]1C
  1	0[16.7 µM]	0	-2	22	-5	0.2	-8
Cc1ccccc1-c1cnc2c(c1)C(=O)N([C@H](C)CO)C[C@@H](C)[C@@H](CN(C)Cc1ccccc1F)O2
  -1	0[16.7 µM]	3	0	-2	4	0.0	-5
COC(=O)c1c(NC(=O)c2ccco2)sc2c1CCN(C(C)C)C2
  4	x	5	-9	31	62*	0.2	x
COc1ccc(-c2cc(C(=O)Nc3c(C)n(C)n(-c4ccccc4)c3=O)c3ccccc3n2)cc1OC
  0	-3	-1	-1	-6	-2	x	-3
C[C@@H]1CN([C@@H](C)CO)C(=O)c2cc(NC(=O)Nc3cccc4ccccc34)ccc2O[C@H]1CN(C)C(=O)Nc1ccc(F)cc1
  -1	-5[16.7 µM]	0	3	1	-1	0.5	-9
CN1CCC(N(C)C(=O)COc2ccc(S(=O)(=O)N3CCOCC3)cc2)CC1
  -2	-1	-5	6	-4	-6	-0.4	3
COc1ccccc1N1CCN(C(=O)CSc2nc(-c3ccccc3)cc(=O)[nH]2)CC1
  x	-3	6	-3	x	5	x	9
O=C1/C(=C/c2cccnc2)Oc2cc(OS(=O)(=O)c3ccc(F)cc3)ccc21
  1	1	-1	-2	-6	4	x	-12
CN(Cc1ccccc1)C(=O)c1csc(COCCO)n1
  -2	-8	1	-2	-10	-12	-0.1	x
COc1cc(SC)ccc1C(=O)OCC(=O)N1CCN(C(C)=O)CC1
  3	x	1	-1	-1	-5	-0.2	x
CNC(=S)NNC(=O)c1sccc1OCc1ccc(C)cc1
  x	1	0	3	x	-3	x	-5
CCn1c(C)c(C)c2cc(C(=O)N3CCc4ccccc4C3)ccc21
  3	x	5	4	-39	4	0.2	x
O=c1c2c3c(sc2nc2n1CCCCC2)CCC3
  x	-2	1	-1	x	5	x	-3
Cn1nc(Oc2ncc(C(F)(F)F)cc2Cl)cc1C(F)(F)F
  -1	x	x	x	1	x	-2.2	6
C[C@@H]1CN([C@H](C)CO)S(=O)(=O)c2ccc(C3=CCCCC3)cc2O[C@@H]1CN(C)C(=O)Cc1cccnc1
  -2	-25[16.7 µM]	-6	-4	4	-9	0.1	2
Cc1nc2ccc(S(=O)(=O)Nc3ccccc3C)cc2s1
  0	127*	x	x	-5	x	x	3
Cn1c(SCC(=O)c2ccccc2)nnc1C1CC1
  x	4	0	1	x	-3	x	-3
CCOC(=O)C1CCN(C(=O)Cn2nc(CC)n3cccc3c2=O)CC1
  -2	-4	-1	3	-2	-20	-0.2	3
COc1ccccc1NC(=O)Nc1ccc2c(c1)nnn2C
  x	5	-4	3	x	-4	x	12
COC(=O)c1ccc(NC(=S)N2CCC(C(N)=O)CC2)cc1
  -1	9	-2	-3	-8	-2	x	-9
COc1cccc(Cn2nnc(C(=O)Nc3cc(C)ccc3OC)c2N)c1
  x	5	6	-4	x	-3	x	-3
O=C(Oc1cccc(N2C(=O)CCC2=O)c1)C1CC(=O)N(c2ccc(F)cc2)C1 (configuration not stated)
  -2	-5	1	2	-1	8	x	-6
Cc1ccc(SCCNC(=O)c2ccccc2)cc1
  x	0	1	5	x	-3	x	-7
Cc1ccccc1-c1cccc([C@@H]2C[C@H]3[C@H](CON3C)CN2C(=O)C(C)(C)C)c1
  5	-7	5	4	1	-7	-0.1	3
CCCCn1nc(NC(=O)CC(C)C)c2cc3cc(OC)ccc3nc21
  5	x	2	-5	-13	-1	56*	x
CSc1ncc(C(=O)Nc2ccccc2F)c(-c2ccccc2)n1
  1	3	-3	7	7	2	-0.3	x
NC(=O)c1ccc(NC(=O)CSC(=O)c2ccccc2)cc1
  2	1	16	-3	-5	-2	-2.2	7
N#C[C@@H]1[C@H](c2ccc(-c3cccc(F)c3)cc2)[C@@H](CO)N1S(=O)(=O)c1cccc(F)c1
  -1	x	50	-3	-73	5	-0.6	-8
CCCNC(=O)C[C@H]1C[C@H]2c3cc(NC(=O)Nc4ccc(OC)cc4)ccc3O[C@H]2[C@H](CO)O1
  -5	3[16.7 µM]	0	-1	-8	-4	0.3	-8
Cc1ccccc1CSCCNC(=O)COc1ccc(Cl)cc1
  x	1	-1	5	x	-10	0.4	x
Cc1ccc(Oc2ncccc2COC(=O)Nc2ccccc2C)cc1
  8	1	-2	3	-10	6	x	-19
C[C@@H]1CCCCO[C@@H](CN(C)C(=O)Cc2ccccc2)[C@@H](C)CN([C@H](C)CO)C(=O)c2cc(NC(=O)Nc3ccccc3)ccc2O1
  4	2[16.7 µM]	1	-1	-10	3	x	0
O=C(c1ccc(CS(=O)c2ccccc2Cl)o1)N1CCN(c2ccccc2)CC1 (configuration not stated)
  2	59	-1	-6	-7	0	x	x
CCC(C(=O)NCc1cccs1)n1nc(C)n2c(cc3occc32)c1=O (configuration not stated)
  -4	x	-8	0	-15	6	x	-5
CCCC#Cc1cnc2c(c1)C(=O)N([C@@H](C)CO)C[C@@H](C)[C@@H](CN(C)Cc1ccc(F)cc1)O2
  -1	4[16.7 µM]	4	0	0	-4	0.7	3
CCOc1cccc(C(=O)Nc2ccc(N3CCCC3)cc2)c1
  0	2	2	-5	-22	5	x	6
Cc1ccc(-n2nc3ccc(N)cc3n2)c(C)c1
  -2	x	0	2	-28	5	-0.3	x
O=C(c1cc(Cl)ccc1Cl)N1CCN(c2ccccn2)CC1
  0	0	-1	5	1	2	x	-21
O=C(C1CC1)N1CCCCN2[C@H](C1)[C@H](c1ccc(-c3cccc(F)c3)cc1)[C@@H]2CO
  -1	-25[16.7 µM]	0	1	13	0	0.0	4
COc1ccccc1N1CCN(c2ncnc3nc[nH]c23)CC1
  1	4	0	1	-34	7	0.6	-12
O=C(COC(=O)c1cccnc1Cl)NCc1cccs1
  -3	x	-1	1	-4	2	-3.1	-17
CCN(CC(=O)NCc1cccs1)C(=O)/C=C/c1cccc(Cl)c1Cl
  -3	x	2	-2	5	-9	-0.1	x
CC(Nc1oc(-c2ccco2)nc1C#N)c1ccccc1 (configuration not stated)
  x	4	-2	-4	x	2	x	-8
COc1cc(-c2nc(C(=O)NC3CCN(Cc4ccccc4)CC3)cc3c2[nH]c2ccccc23)cc(OC)c1OC
  x	-10	0	-2	x	7	x	-17
CCCC#Cc1ccc2c(c1)O[C@@H](CN(C)Cc1ccc3c(c1)OCO3)[C@@H](C)CN([C@@H](C)CO)S2(=O)=O
  2	7[16.7 µM]	5	3	16	-2	-0.1	-34
CCOC(=O)c1c(NC(=O)Cn2nc(C(=O)O)c3ccccc3c2=O)sc(CC)c1C
  -1	-14	5	0	-15	1	-0.2	x
Cc1ccc(N2C(=O)c3ccc(N)cc3C2=O)cc1
  x	1	-8	-4	x	-1	x	-27
CC(=O)Nc1ccc(C2(O)COc3ccccc3O2)cc1 (configuration not stated)
  x	9	7	-2	x	-17	x	-23
C[C@H](CO)N1C[C@H](C)[C@@H](CN(C)C(=O)Nc2ccc3c(c2)OCO3)Oc2ccc(NC(=O)Cc3ccccc3)cc2CC1=O
  0	-11[16.7 µM]	-2	0	7	6	12	6
C[C@@H]1CN([C@@H](C)CO)C(=O)Cc2cc(NC(=O)Nc3ccc(F)cc3)ccc2O[C@H]1CN(C)S(=O)(=O)c1ccccc1
  -4	-1[16.7 µM]	2	0	-23	2	25	-3
COc1ccc(C(=O)COC(=O)CCNS(=O)(=O)c2ccccc2)c(OC)c1
  -2	-11	-1	2	-7	2	0.0	x
O=C(CN1C2=NCCN2c2ccccc21)C12CC3CC(CC(C3)C1)C2
  x	-3	0	-4	x	0	x	-20
COc1ccc(NC(=O)CSc2nnc(-c3ccccn3)n2Cc2ccco2)cc1OC
  x	8	-2	0	x	-5	x	-2
C[C@H](CO)N1C[C@H](C)[C@H](CN(C)C)Oc2c(NC(=O)c3ccncc3)cccc2C1=O
  3	8[16.7 µM]	56	-1	0	0	x	0
Cc1noc(C)c1S(=O)(=O)Nc1ccc2c(c1)C(=O)N([C@@H](C)CO)C[C@H](C)[C@H](CN(C)S(=O)(=O)c1ccc(Cl)cc1)OCCCC[C@@H](C)O2
  1	-1[16.7 µM]	0	-3	-34	-2	x	x

An unsorted share of the library; 1.4% or so of the library scored in one or more.
